Source: PubChem (National Center for Advancing Translational Sciences (NCATS))
S2 tox = viability counter-screen for ATXN expression inhibitors; S2 cells (HEK-293 line with an ATXN2-luciferase reporter) viability, CellTiter-Fluor protease fluorescence, 24 h; Potency, µM (top dose mostly 56.7 µM), most hits filed as cytotoxic; 400,000 tested, 0.49% active; AID 651635; note: potency is the fitted concentration of half-maximal effect; nearly all actives have a fitted effect of over 40% in size
HT1080NT lethal = kills 2HG-producing HT-1080-NT fibrosarcoma cells; HT-1080-NT fibrosarcoma viability, CellTiter-Glo ATP luminescence, 48 h; Potency, µM (doses to about 46.1 µM), for inactives: at the highest dose activity, negative = less viability, most hits filed as cytotoxic; 360,000 tested, 1.6% active; AID 686970;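 note: NT is the 2HG producing partner of a matched IDH1 knockdown line; potency is the fitted concentration of half-maximal effect; 0% = DMSO-treated cells and -100% = media-only wells without cells; nearly all actives have a fitted effect of over 55% in size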
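Viability by CellTiter-Glo luminescence after 48 h compound exposure at 37C of HT-1080-NT cells (750/well, RPMI, 5% FBS). % activity scaled between DMSO wells and medium-only wells, then curve-fitted and categorized by curve class.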
ATXN2 expr inh = reduces ATXN2 reporter expression in HEK-293 cells; HEK-293 ATXN2-luciferase reporter, luminescence, 24 h; Potency, µM (top dose mostly 57 µM), inactives show at the top dose activity change, negative = inhibition, hits mostly inhibitors; 360,000 tested, 0.72% active; AID 1745845; note: potency is the fitted concentration of half-maximal effect; % is set by controls: 0 for no effect and ±100 for the full control effect; nearly all actives have a fitted effect of over 55% in size
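ATXN2-luciferase reporter cells (luciferase flanked by upstream and downstream ATXN2 gene portions) were treated 24 h at 37 °C with compounds at up to 57 uM. SteadyGlo luminescence gave expression; GF-AFC fluorescence gave viability.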
KB-3-1 cytotox = KB-3-1 parental cell cytotoxicity; 400,000 tested, 1.4% active; Potency, µM (series often up to 46.1 µM), for inactives: top-dose activity change, negative = cytotoxic, actives largely listed as cytotoxic; KB-3-1 viability, CellTiter-Glo ATP luminescence, 72 h; note: potency is the fitted concentration of half-maximal effect; % is set by controls: 0 for no effect and ±100 for the full control effect; nearly all actives have a fitted effect of over 60% in size
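Luminescent ATP read-out (CellTiter-Glo) measures survival of drug-naive KB-3-1 cells after 72 h compound exposure at 37 °C. Titration series was screened from lowest to highest concentration, with DMSO vehicle plates as background controls.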
IL-1B inflam inh = blocks inflammasome-driven IL-1 beta release | THP-1 LPS/ATP IL-1B secretion, AlphaLISA, 16 h; hits give low values | activity change, % at 57.5 µM | 360,000 tested, 4.7% active | AID 743279; in the data active = activity change below about -50%; inconclusive = mostly about -30% to -49%; note: % is set by controls: 0 for no effect and ±100 for the full control effect
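THP-1 cells pretreated 1 hr with compounds (up to 57.5 uM final), then stimulated with LPS (250 ng/mL final) plus ATP (1.25 mM final); secreted IL-1B measured by AlphaLISA after 16 hr, decreased signal indicating inhibition.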
SW480 rerep = inducers of DNA re-replication in SW480 colon cancer cells. SW480 DNA re-replication, Hoechst DNA content imaging, 48 h. Potency, µM (highest dose often 46.1 µM), for inactives: top-dose re-replication activation, actives largely listed as activators. 340,000 tested, 1.8% active; note: potency is the fitted concentration of half-maximal effect; % of control where 0% means no effect; nearly all actives have a fitted effect of over 55% in size
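Compounds, transferred as 23 nL by pin tool, were incubated with cells for 48 hr; DNA content per nucleus was then quantified by Hoechst staining and fluorescence plate imaging.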
MCF10A rerep = induces DNA re-replication in MCF 10a normal breast cells; MCF 10A DNA re-replication, Hoechst nuclear intensity, 48 h; Potency, µM (titrated, usually from 46.1 µM), inactives show at the highest dose activity, positive = re-replication, usual class: activators; 350,000 tested, 2.9% active; note: potency is the fitted concentration of half-maximal effect; % of control where 0% means no effect; nearly all actives have a fitted effect of over 50% in size
HT1080 IDH1KD tx = kills HT-1080 cells with IDH1 knockdown; 360,000 tested, 2% active; Potency, µM (top dose mostly 46.1 µM), for the others: at the top dose activity, negative = toxicity, actives largely listed as cytotoxic; HT-1080 IDH1 knockdown viability, ATP luminescence, 48 h;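 note: potency is the fitted concentration of half-maximal effect; 0% = DMSO wells and -100% = cell-free medium wells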
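After a 2 h attachment period, IDH1KD HT-1080 cells took pin-transferred compound for 48 h at 37 °C; ATP-based luminescence after 10 min room-temperature reagent incubation reported viability.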
HepG2 tox = counter-screen for TGF-b inhibitors: cytotoxicity in HepG2 cells; Potency, µM (top dose mostly 46.1 µM), without a hit: top-dose activity change, negative = cytotoxicity, usual class: cytotoxic; AID 588856; 410,000 tested, 0.76% active; HepG2 CAGA-GFP viability, ATP luminescence, 18 h; note: potency is the fitted concentration of half-maximal effect; some results filed as inactive show a strong effect at the top dose
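HepG2 CAGA-GFP cells (1000/well, DMEM with 1% FBS) received compound, then TGF-beta at 500 pg/mL final, and were incubated 18 hours at 37 degrees C. Viability was read by CellTiter-Glo luminescence. Media-only wells were set as complete cell-killing and DMSO as no toxicity.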
* hit, by the source's call; i = inactive; ? = inconclusive; / = no result given; [ ] = dose if it differs, or a comment. Unless noted, calls come from the whole dose curve; as a rule, active = well fitted curve in the direction sought with a large enough effect; inconclusive = small, poorly fitted or top-dose-only effect, or another doubt; inactive = no such curve, though single readings can be large; an effect the other way counts as inactive or inconclusive.

SMILES	S2 tox	HT1080NT lethal	ATXN2 expr inh	KB-3-1 cytotox	IL-1B inflam inh	SW480 rerep	MCF10A rerep	HT1080 IDH1KD tx	HepG2 tox
CS(=O)(=O)c1ccc2nc(NC(=O)CN3C(=O)C4CC=CCC4C3=O)sc2c1 (stereo unspecified)	i	8%	8%[11.3 µM]	12%	68	-9%	4%	0%	1%
COCCNC(=O)c1cc(-c2ccc3c(c2)OCO3)on1	i	-27%	-16%	-15%	0	-7%	-2%	-2%	-21%
CC1(C)Cc2c(sc3nnn(Cc4ccccc4)c(=O)c23)CO1	i	-2%	2%	5%	2	1%	?	0%	-16%
COc1ccc(C2NC(=O)c3ccccc3N2)cc1 (stereo unspecified)	i	-20%	16%	-6%	-24	2%	?	-21%	-6%
COc1ccc(-n2c(SCC(=O)Nc3cc(C(=O)O)ccc3C)nc3ccccc3c2=O)cc1Cl	?	0%	/	-1%	-7	25%	?	-1%	-52%
CC(C)C(NC(=O)CN(c1ccc2c(c1)OCCO2)S(=O)(=O)c1ccccc1)C(C)C	i	-2%	5%	?	-22	-12%	9%	-1%	-4%
O=C(CCc1nc2ccccc2s1)OCC(=O)c1ccccc1	i	14%	24%	?	0	-6%	3%	0%	7%
Nc1ncnc2c1ncn2[C@@H]1O[C@H](CNS(=O)(=O)c2ccc(-c3ccno3)s2)[C@@H](O)[C@H]1O	i	-6%	2%	6%	-2	3%	-2%	-4%	1%
COC(=O)CCN1CCN(S(=O)(=O)c2cccc(Br)c2)CC1	i	0%	16%	-4%	8	-3%	-3%	1%	19%
CN(CC(=O)Nc1ccccc1C(F)(F)F)C(=O)COc1cccnc1[N+](=O)[O-]	i	1%	-6%	8%	31	-13%	-5%	10%	-10%
Brc1cccc(/C=N/Nc2nn[nH]n2)c1	?	-2%	/	12%	-11	-4%	10%	3%	2%
C(=N\n1cnnc1)/C1CCCCC1	i	2%	-1%	15%	43	0%[9.22 µM]	0%	-1%	-17%
Cn1cc(S(=O)(=O)N2CCN(Cc3ccccc3)CC2)c(=O)n(C)c1=O	i	2%	-2%	-1%	4	-3%	25%	-6%	-9%
CCOc1ccc(Nc2nc(N3CCOCC3)nc(N3CCOCC3)n2)cc1	i	0%	-28%	-9%	?	-1%[9.22 µM]	-8%	0%	-4%
CCOC(=O)c1sc(NC(=O)CNCc2cccnc2)c(C(=O)OCC)c1C	i	11%	-12%	-7%	44	0%	3%	-2%	-14%
CN(C)c1ccc(C(=O)NCC2CCCO2)cc1 (stereo unspecified)	i	6%	22%	2%	-13	-3%	3%	7%	0%
CCC(C)(C)n1nnnc1C(c1cc2cccc(C)c2[nH]c1=O)N1CCN(C(=O)c2ccco2)CC1 (stereo unspecified)	i	7%	1%	-19%	19	0%	-7%	-1%	-7%
C=CCNC(=O)CN1C2CCCC1CC(NC(=O)c1ccccc1C)C2 (stereo unspecified)	i	9%	-5%	12%	5	-1%	1%	11%	-3%
COc1ccc(CCNC(=O)Cc2ccc(OCc3ccccc3)c(OC)c2[N+](=O)[O-])cc1OCc1ccccc1	i	-1%	2%	?	30	-6%	?	0%	0%
Cn1c(=O)c([N+](=O)[O-])c(-n2cnc3ccccc32)c2ccccc21	?	?	?	?	-98*	?	?	?	-45%
Clc1ccc(-c2nsc(N3CCOCC3)n2)c(Cl)c1	i	4%	1%	-2%	-12	-8%	7%	-2%	-11%
COc1cc(C2c3c(oc4ccc(F)cc4c3=O)C(=O)N2Cc2ccc3c(c2)OCO3)ccc1O (stereo unspecified)	i	/	13%	1%	/	/	/	/	-1%
COc1ncc(-c2c(-c3ccccc3OC)sc3ccccc23)cn1	i	?	0%	?	-6	/	/	16µM*	/
O=C(Nc1cnccn1)c1cccnc1	i	4%	-9%	-22%	-12	-4%	-2%	2%	-9%
O=C(O)c1ccc(-n2nnnc2Oc2ccccc2C(=O)N2CCOCC2)cc1	i	-2%	1%	5%	-3	-4%	-4%	-1%	-2%
COc1cc(/C=N/NC(=O)c2sc3ccccc3c2Cl)ccc1OC(=O)c1ccc([N+](=O)[O-])cc1	i	7%	-3%	?	-19	-29%	0%	13%	1%
Cc1ccc(C2c3c(-c4ccccc4O)n[nH]c3C(=O)N2Cc2ccncc2)cc1 (stereo unspecified)	?	?	-29%	8.2µM*	?	18µM*	7.3µM*	?	-52%
O=S(=O)(c1ccc2nc(Nc3ccc(F)cc3)ccc2c1)N1CCCC1	i	/	4%	3%	/	/	/	/	7%
COc1cc2c(cc1NC(C)=O)CCCC2	i	-3%	-4%	1%	-4	-3%	-3%	-23%	2%
C=CCSc1cc(C)nc2c(-c3ccccc3)cnn12	i	-16%	/	?	31	?	11%	-16%	-26%
CCOC(=O)N1CCN(C(=O)c2ccc3c(Cl)c4c(nc3c2)CCCC4)CC1	i	2%	-28%	0%	-51*	0%	?	1%	3%
CSc1nc(N)nc2c1ncn2CC(=O)NCc1ccc2c(c1)OCO2	i	-2%	-9%	-23%	30	-1%	-2%	1%	-13%
CN(C)c1ccc(/C=C/C(=O)c2ccccc2)cc1[N+](=O)[O-]	i	5%	22%	28%	-2	1%	13%	5%	-26%
CC12CCC(C(=O)N3CCCc4ccccc43)(CC1=O)C2(C)C (stereo unspecified)	i	4%	-7%	-21%	41	0%	4%	4%	-13%
O=C1/C(=C/c2ccco2)CCC1C1CCCC1 (stereo unspecified)	i	?	-25%	-3%	-4	0%	6%	12%	-41%
Cc1ccccc1C(=O)NC(=S)N(C)CCc1ccccn1	i	10%	21%	3%	-3	-8%	4%	?	-8%
CC1CC(C)CN(CCOc2ccc(Cl)cc2Cl)C1 (stereo unspecified)	i	1%	-31%	0%	-68*	-3%	17%	-4%	-29%
CN(Cc1nc2ccccc2c(=O)[nH]1)CC(O)COCc1ccco1 (stereo unspecified)	i	3%	3%	3%	15	-7%	?	4%	-13%
O=C(CCNS(=O)(=O)c1cccc(C(F)(F)F)c1)NC1CC1	i	9%	9%	-7%	-3	-1%	2%	18%	-4%
COc1ccc(Nc2nc3cc(-c4sccc4C)sc3c(=O)n2C)cc1OC	i	?	-18%	5.8µM*	-2	/	/	1.3µM*	-16%
CC(=O)NC1C(=O)N=C(SCC(=O)Nc2cccc(Cl)c2)NC1=O (stereo unspecified)	i	0%	-10%	-1%	7	-4%	-1%	21%	-30%
O=C(Cc1cccs1)NCCc1ccc(F)cc1	i	16%	32%	-1%	3	0%	1%	-2%	5%
Cc1ccc(C(NC(=O)N2CCCCC2)=C(Cl)Cl)cc1F	i	-5%	?	0%	-71*	6.5µM*	16µM*	0%	-8%
Cc1nc2ccccc2c(=O)n1Cc1ccco1	i	5%	/	1%	15	2%	0%	-1%	-37%
CCOC(=O)c1cnc2c(ccc3ccccc32)c1NCCO	i	-22%	11%	-4%	?	-1%	2%	?	-3%
CN(C)C(=O)CC12CC3CC(C1)CC(CC(=O)N(C)C)(C3)C2	i	3%	5%	-2%	19	-29%	-6%	5%	-1%
O=C(N/C(=C/c1cccc([N+](=O)[O-])c1)C(=O)N1CCOCC1)c1ccc(Br)cc1	i	-4%	-12%	8%	-11	-1%	19%	-1%	-8%
NS(=O)(=O)c1ccc(NC(=S)NC(=O)/C=C/c2ccco2)cc1	i	26%	4%	?	19	-8%	0%	0%	-21%
CCCCC(=O)Nc1nc(C)c(-c2csc(Nc3ccc(Cl)cc3)n2)s1	i	-24%	-16%	?	-28	-8%[9.22 µM]	-3%	-29%	-27%
Cc1cccc(C)c1N1CCN(c2cc(Cl)nc(N)n2)CC1	i	-3%	-14%	1%	-4	-2%	19%	-2%	-51%
(more compounds)
SMILES	S2 tox	HT1080NT lethal	ATXN2 expr inh	KB-3-1 cytotox	IL-1B inflam inh	SW480 rerep	MCF10A rerep	HT1080 IDH1KD tx	HepG2 tox
CCOC(=O)c1c(NC(C)=O)sc2c1CCCNC2=O	i	1%	-3%	-2%	-8	-8%	2%	0%[9.24 µM]	3%
CC1CCCCN1C(=O)COC(=O)c1n[nH]c2ccccc12 (stereo unspecified)	i	8%	33%	14%	-6	-3%	-2%	8%	-2%
CCOCCn1c(SCc2cccc(C)c2)nc2c1c(=O)[nH]c(=O)n2C	i	1%	23%	29%	36	?	5%	-2%	-25%
Cc1c(C#N)c2ccccc2n1CC(=O)NC(C)c1ccccc1 (stereo unspecified)	i	6%	0%	-2%	20	-5%	8%	0%	4%
CN(C(=O)C1CCN(S(=O)(=O)c2ccccc2[N+](=O)[O-])CC1)C1CCCCC1	i	-5%	-2%	-18%	10	18%	?	0%	0%
O=S(=O)(c1ccc(Br)cc1)c1nc(-c2ccco2)oc1NCC1CCCO1 (stereo unspecified)	i	5%	-4%	0%	27	?	-5%	-3%	11%
COc1ccc(/C=N/NC(=O)CCn2c3ccccc3c3ccccc32)cc1OC	i	-20%	1%	-7%	15	2%	5%	-12%	-28%
c1ccc(CSc2ncnc3sccc23)cc1	i	10%	17%	-19%	0	-2%	-3%	11%	-16%

Five entries from above, as a markdown table:
| smiles | S2 tox | HT1080NT lethal | ATXN2 expr inh | KB-3-1 cytotox | IL-1B inflam inh | SW480 rerep | MCF10A rerep | HT1080 IDH1KD tx | HepG2 tox |
| --- | --- | --- | --- | --- | --- | --- | --- | --- | --- |
| COc1ccc(/C=N/NC(=O)CCn2c3ccccc3c3ccccc32)cc1OC | i | -20% | 1% | -7% | 15 | 2% | 5% | -12% | -28% |
| c1ccc(CSc2ncnc3sccc23)cc1 | i | 10% | 17% | -19% | 0 | -2% | -3% | 11% | -16% |
| Cc1c(C#N)c2ccccc2n1CC(=O)NC(C)c1ccccc1 (stereo unspecified) | i | 6% | 0% | -2% | 20 | -5% | 8% | 0% | 4% |
| CC1CCCCN1C(=O)COC(=O)c1n[nH]c2ccccc12 (stereo unspecified) | i | 8% | 33% | 14% | -6 | -3% | -2% | 8% | -2% |
| CCOC(=O)c1c(NC(C)=O)sc2c1CCCNC2=O | i | 1% | -3% | -2% | -8 | -8% | 2% | 0%[9.24 µM] | 3% |
